# High-throughput results (PubChem BioAssay)
# D2 potentiator: positively modulates the human D2 dopamine receptor allosterically; AID 485347; actives 0.34% (n = 340,000); HEK293 T-REx D2, calcium flux, EC20 dopamine potentiation; potentiation, % at 10 µM; P14416;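 active = potentiation over 3 SD above the plate norm, cut at about 30% in these data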; note: 0% is about no effect
# Target sequence (P14416 whole entry, looked up): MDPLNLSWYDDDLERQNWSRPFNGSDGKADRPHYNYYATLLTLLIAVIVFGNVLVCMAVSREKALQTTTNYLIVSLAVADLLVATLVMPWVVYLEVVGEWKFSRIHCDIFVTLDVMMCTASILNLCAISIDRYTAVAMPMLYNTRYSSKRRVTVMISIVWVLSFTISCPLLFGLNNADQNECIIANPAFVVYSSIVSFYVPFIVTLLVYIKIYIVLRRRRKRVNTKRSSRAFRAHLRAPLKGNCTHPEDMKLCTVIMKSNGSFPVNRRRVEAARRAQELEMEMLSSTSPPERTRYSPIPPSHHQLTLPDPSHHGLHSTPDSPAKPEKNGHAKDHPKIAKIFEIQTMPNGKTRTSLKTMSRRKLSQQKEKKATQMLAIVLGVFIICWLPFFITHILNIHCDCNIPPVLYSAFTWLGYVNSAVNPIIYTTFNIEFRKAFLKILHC
#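 Tetracycline-induced Hek293 Trex D2 cells, force-coupled to calcium, loaded with no-wash calcium dye. Compound added with 180 s kinetic read for agonism, then EC20 dopamine and a further 180 s read for potentiation.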
# D1 agonist: agonists of human D1 dopamine receptor. P21728. HEK293 T-REx D1 cells, calcium flux, agonist mode. actives 1% (n = 360,000). activation, % at 2 µM; note: 0% is about no effect
#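 Inducible HEK293 T-REx D1 cells, force-coupled to calcium signalling, were plated at 4000 cells/well with tetracycline and held overnight at 30 C. After no-wash calcium dye loading, compound-evoked calcium rise over 180 s flagged agonists.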
# D1 potentiator: enhances dopamine response at the human D1 receptor | actives 0.036% (n = 360,000) | HEK293 TREx D1 cells, calcium flux, dopamine EC20 potentiation | potentiation, % at 10 µM | AID 504651 | P21728; in the data active = potentiation above about 30%; note: 0% is about no effect
# D2 agonist: D2 dopamine receptor (human) agonism; actives 0.53% (n = 340,000); activation, % at 2 µM; P14416; HEK293 T-REx D2 cells, calcium flux agonist mode;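 active = activation over 3 SD above normal in the single-dose calcium agonist read, cut at about 30% in these data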; note: 0% is about no effect
#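 Calcium-flux readout, 1 cycle/sec over 180 s following compound pin transfer, in inducible HEK293 Trex D2 cells (force-coupled); dopamine controls included. Positive calcium responses during this window marked compounds as potential agonists.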
# RXFP1 antagonist: blocks the human relaxin receptor RXFP1 | actives 0.59% (n = 350,000) | AID 1259400 | activity change, negative = inhibition, % at 57.5 µM | HEK293-RXFP1, relaxin-stimulated cAMP HTRF, 30 min; active compounds read low | Q9HBX9;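 active = activity change of -60% or lower, but not beyond a set lower limit; inconclusive = change between -60% and -40%, or beyond the set limit; inactive = change above -40%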; note: % is set by controls: 0 for no effect and ±100 for the full control effect
# TRHR enhancer: allosteric enhancers of human TRH receptor; AID 493056; enhancement, % at 2 µM; TRHR cells, fluo-8 calcium fluorescence, EC20 TRH enhancement; actives 0.66% (n = 360,000); P34981; in the data active = enhancement above about 30%; note: 0% is about no effect
# Target sequence (P34981 whole entry, looked up): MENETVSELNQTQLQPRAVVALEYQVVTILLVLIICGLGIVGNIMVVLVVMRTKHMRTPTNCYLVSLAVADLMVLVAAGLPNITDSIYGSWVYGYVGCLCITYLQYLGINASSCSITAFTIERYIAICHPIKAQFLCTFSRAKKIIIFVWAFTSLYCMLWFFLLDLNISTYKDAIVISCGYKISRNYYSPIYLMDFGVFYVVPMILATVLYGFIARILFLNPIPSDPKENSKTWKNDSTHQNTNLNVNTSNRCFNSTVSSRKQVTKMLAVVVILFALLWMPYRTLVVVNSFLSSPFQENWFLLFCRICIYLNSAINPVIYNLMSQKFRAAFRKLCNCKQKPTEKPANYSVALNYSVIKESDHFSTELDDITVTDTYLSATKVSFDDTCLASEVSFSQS
#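 TRHR-expressing cells loaded with fluo-8 calcium dye were read kinetically (ex 480/em 530) during compound addition, then stimulated with an EC20 of TRH (10 nM final). Enhancement of the Gq-mediated intracellular calcium response was scored.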
# TRHR ag: activates the human TRH receptor; P34981; TRHR cells, calcium flux fluo-8, FDSS agonist mode; activation, % at 2 µM; actives 0.18% (n = 360,000); note: 0% is about no effect
#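 Read-out: compound-evoked intracellular calcium rise in TRHR cells, fluo-8 dye, kinetic FDSS fluorescence at 1 s/cycle following a 10-cycle baseline. Cells cultured overnight before dye loading (30 min–1.5 h, RT).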
# D1 antagonist: human D1 dopamine receptor antagonism; P21728; HEK293 TREx D1 cells, calcium flux, dopamine EC80; active compounds read low; activity change, negative = inhibition, % at 10 µM; actives 3.2% (n = 360,000); AID 504652; in the data active = activity change below about -30%; note: % is set by controls: 0 for no effect and ±100 for the full control effect
#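 HEK293 T-REx cells expressing inducible, force-coupled D1 receptor; no-wash Ca dye, 30–90 min RT. Cmpd → 180 s read at 1 Hz → EC80 DA → 180 s read.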
# D2 antagonist: D2 dopamine receptor (human) antagonism. P14416. HEK293 TREx D2 cells, calcium flux, dopamine EC80. inhibition, % at 10 µM. actives 2% (n = 340,000). AID 485344; in the data active = inhibition above about 30%; note: 0% is about no effect
#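 Tetracycline-induced HEK293 TREx cells expressing D2 receptor forced-coupled to calcium signalling, loaded with no-wash calcium dye. Compounds added and calcium flux read 180 s, then dopamine added at EC80 and read a further 180 s.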
# * marks the source's active call; other numbers are inactive results; ? = inconclusive; . = not tested or not shown. Cut-off read from the data, not from the text of the source, unless noted: active = activation above about 30%; inactive = the rest.
# Under each structure – D2 potentiator, D1 agonist, D1 potentiator, D2 agonist, RXFP1 antagonist, TRHR enhancer, TRHR ag, D1 antagonist, D2 antagonist
> CCc1sc(NC(=O)CN2CCC(C(N)=O)CC2)nc1-c1ccccc1
  6.1, 1.2, -8.8, 1.5, 2.9, 0.4, -2.4, -16.5, 10.2
> COc1ccc(N(C(=O)c2cc3ccccc3oc2=O)C2C=CS(=O)(=O)C2)c(OC)c1 (stereo not drawn)
  4.1, 6.1, -0.3, -0.4, -6.2, 4.1, 0.5, 2.3, -11.9
> O=C(Nc1cccc(OCc2cc(=O)n3ccccc3n2)c1)c1ccccc1Br
  -2.5, -1.7, 0.2, 0.1, 7.8, 3.5, -0.3, -3.6, .
> CC(=O)c1[nH]c(C)c(C(C)=O)c1C
  -11.1, 2.8, -5.9, -1.0, 2.0, -6.6, 0.1, 5.1, 6.9
> Cc1ccc(C)c(S(=O)(=O)N2CCN(C(=O)CN3C(=O)NC(C)(C)C3=O)CC2)c1
  -0.4, 2.3, -0.9, ., -2.9, 2.0, -0.2, 6.6, .
> COc1ccc(C)cc1S(=O)(=O)N(CC(=O)O)c1ccccc1
  -1.7, 2.0, -1.0, 0.3, 1.8, 0.8, 0.5, 12.6, 8.6
> NS(=O)(=O)c1ccc(CCNC(=O)Cc2cccs2)cc1
  -13.6, 2.5, -3.6, -0.2, -2.0, -1.6, -0.1, -12.7, 4.8
> Cc1ccccc1Cn1nnc2c(=O)[nH]c(C3CCCN(C(=O)c4ccc(F)cc4)C3)nc21 (stereo not drawn)
  7.7, 5.6, -1.8, -1.1, -7.3, -1.0, -1.6, 28.2, .
> Cc1ccc(S(=O)(=O)N(C)C2(C)CCS(=O)(=O)C2)cc1 (stereo not drawn)
  5.5, 0.5, 2.5, 0.8, 8.3, 0.5, 0.1, -8.2, -0.2
> Cn1c(SCc2nc(-c3ccc(Cl)cc3)no2)nnc1-c1cccs1
  14.3, 5.4, 2.7, 0.8, -1.6, 4.5, -0.7, -19.8, -22.9
> COc1ccc(S(=O)(=O)N2CCCCCC2)cc1C(=O)N(C)Cc1ccc(C)cc1
  3.9, 9.6, -4.2, 0.3, -8.5, -6.5, -0.7, 1.2, -19.3
> CCCn1c2ccccc2c2cnn(CC(=O)NCCOC)c(=O)c21
  8.5, 4.1, -0.3, 1.1, -3.9, -5.1, -0.6, -0.1, 9.1
> COc1cccc(-n2c(SCC(=O)Nc3cc(C)ccc3C)nc3c(oc4ccccc43)c2=O)c1
  -1.0, 3.6, -6.2, 0.3, ., -2.9, 0.7, 14.1, .
> O=C(O)c1ccc(CSc2nnc(COc3ccccc3)o2)cc1
  3.7, 2.3, -3.3, -0.4, -12.3, -2.4, -0.1, 3.1, 2.4
> COc1c(O)ccc(C2NC(=O)NC(C)=C2C(=O)Nc2ccccc2C)c1[N+](=O)[O-] (stereo not drawn)
  -5.4, 1.9, -4.8, 0.4, -0.1, 0.7, 0.5, 1.8, -7.7
> O=C(CSc1nc(-c2ccco2)nc2cc(=O)[nH]n12)Nc1ccccc1Cl
  -0.3, 1.9, 1.9, 0.1, -9.5, 0.1, 0.3, -10.4, .
> COCCn1c(=NC(=O)CCS(=O)(=O)c2ccccc2)sc2cc(F)ccc21
  9.5, 8.7, 1.0, 0.4, 1.5, -9.3, -0.1, -9.3, 8.6
> CN1CCN(c2ccc(Cl)cc2NC(=O)/C=C/c2cccc(F)c2)CC1
  -6.2, 16.7, -3.2, 1.2, -27.3, -2.2, -2.1, -14.5, 4.5
> Cc1ccc(NC(=O)CN(C)C(=O)Cc2ccc(Cl)c(Cl)c2)cc1
  -11.3, -0.8, 13.3, 0.4, -11.2, 2.0, 0.6, 6.9, -12.0
> CCOC(=O)C1(Cc2cccc(OC)c2)CCCN(C(=O)c2cc(C)[nH]n2)C1 (stereo not drawn)
  2.3, 9.0, -2.1, 0.3, -8.7, 3.5, 0.7, 15.3, -4.0
> COC(=O)/C(C#N)=C/c1cc(C)sc1C
  -4.1, -0.5, -4.0, -1.2, -2.0, 0.5, -0.6, 2.1, -59.5
> Cc1cc(Cl)c(S(=O)(=O)Nc2ccccn2)cc1OCC(N)=O
  5.6, 2.2, 9.8, -2.6, 7.4, 9.6, -0.1, 4.6, 10.6
> CC1(C(=O)OCC(=O)NC(=O)c2ccccc2)CC1(Cl)Cl (stereo not drawn)
  -7.2, 7.6, 1.6, -0.2, -11.3, 4.4, 2.5, -24.7, -4.3
> Cc1ccc(O)c(NC(=O)c2nc3nc(C)cc(C(F)F)n3n2)c1
  -16.4, 0.1, -4.1, 0.5, ., -8.8, -1.0, -7.1, .
> CC(=O)Nc1nc2c(s1)C(=O)NCCC2
  3.6, 1.2, -5.2, 1.2, -0.3, -0.3, 0.5, 5.6, 3.0
> Cc1ccc(C2=[N+]([O-])C(C)N(O)C2(C)C)o1 (stereo not drawn)
  -2.7, 1.3, -0.6, 1.3, -0.7, 0.7, 0.1, 1.7, -12.7
> COCCn1nnnc1C(CC(C)C)N1CCN(c2ccccc2)CC1 (stereo not drawn)
  7.7, 0.4, -0.1, 0.2, -5.9, 3.4, 0.3, 5.4, 11.3
> COc1ccc(/C=N/NC(=O)c2ccc(C)nc2)cc1O
  -7.1, 1.2, -0.9, -1.2, -16.7, -0.9, -1.4, -3.2, 5.4
> COc1ccc(COc2ccc3ccc(=O)oc3c2)cc1
  5.2, 0.5, -9.0, 0.5, -1.1, -15.3, -0.4, -4.4, 1.0
> O=C(Nc1cccc(Cl)c1)/C(=C\c1cccnc1)NC(=O)c1ccco1
  3.4, 0.8, 5.5, -1.3, -4.2, -2.9, 0.1, -0.8, -1.8
> c1cncc(-c2cccnc2)c1
  -5.4, 2.6, -3.8, 0.3, -4.7, -1.2, 1.5, -13.7, 4.1
> CN1CCCN(S(=O)(=O)c2ccc(Cl)c(Cl)c2)CC1
  -11.0, 2.7, -7.0, 3.1, 0.3, 3.3, -0.1, 6.4, 2.9
> COc1cc(C(=O)OCC(=O)NC2CCCCC2)cc2c1OCCO2
  2.0, 2.3, -0.8, -1.6, -3.3, -1.0, 0.2, 2.4, 4.5
> Cc1ccc(NC(=O)c2ccc(S(=O)(=O)N3CCCCCC3)cc2)nc1
  -6.3, 12.3, 3.1, -1.1, -10.1, -9.2, 0.6, -3.8, 10.2
> COc1cccc(C(=O)NCc2cn3cccc(C)c3n2)c1
  -8.8, -0.8, -3.4, 0.1, 19.7, 0.0, -0.1, -0.6, .
> COc1cccc(CNC(=O)c2c[nH]n3c(=O)c(Cl)c(C)nc23)c1
  8.2, 0.5, 0.2, 2.4, -10.5, -0.1, 0.2, -1.3, 3.7
> CCC12CN(S(=O)(=O)c3ccc(C)cc3)CC(CC)(CN(S(=O)(=O)c3ccc(C)cc3)C1)C2=O
  1.3, 4.1, 6.3, 0.6, -5.9, 15.1, -0.3, 4.8, -2.5
> Cn1cc(C(=O)c2ccc(Cl)cc2)cc1-c1nc2ccccc2n1C
  -5.7, 8.5, -6.6, 0.2, -8.6, -8.3, 0.1, -12.8, 11.3
> COCCNC(=O)CN(c1cc(C(F)(F)F)ccc1Cl)S(C)(=O)=O
  -0.6, 1.3, -1.4, 0.9, -18.7, -3.3, -0.2, -3.3, -11.9
> O=[N+]([O-])c1cccc(C(=S)N2CCCC2)c1
  11.3, 1.6, -6.6, ., 8.6, -2.3, 0.1, 1.8, .

# One compound at a time, as listed above. Order of values: D2 potentiator	D1 agonist	D1 potentiator	D2 agonist	RXFP1 antagonist	TRHR enhancer	TRHR ag	D1 antagonist	D2 antagonist
# `Cn1cc(C(=O)c2ccc(Cl)cc2)cc1-c1nc2ccccc2n1C` across the screens: -5.7	8.5	-6.6	0.2	-8.6	-8.3	0.1	-12.8	11.3
# `CC(=O)Nc1nc2c(s1)C(=O)NCCC2` across the screens: 3.6	1.2	-5.2	1.2	-0.3	-0.3	0.5	5.6	3.0
# `COc1cc(C(=O)OCC(=O)NC2CCCCC2)cc2c1OCCO2` across the screens: 2.0	2.3	-0.8	-1.6	-3.3	-1.0	0.2	2.4	4.5

# The list goes on.
# Under each structure – D2 potentiator, D1 agonist, D1 potentiator, D2 agonist, RXFP1 antagonist, TRHR enhancer, TRHR ag, D1 antagonist, D2 antagonist
> N#CC1=C(N)Oc2c(oc(CO)cc2=O)C1c1ccsc1 (stereo not drawn)
  4.3, 3.3, 6.7, 1.2, -11.8, 1.8, 1.2, -2.8, 0.8
> O=S(=O)(Nc1cccc2c1CCCC2)c1cccc(C(F)(F)F)c1
  -6.2, 5.7, 1.9, -0.4, ?, -7.1, -2.1, -9.1, -8.1
> COc1ccc(-n2nc(C(=O)Nc3cc(C)ccn3)c3c4ccccc4n(C)c3c2=O)cc1
  -7.5, 2.1, 2.2, -0.4, 1.1, 4.3, 1.0, -3.0, .
> CCCOC(=O)Nc1sc2c(c1C(N)=O)CCCC2
  -1.4, 0.3, 2.5, -1.1, 12.7, -1.1, -0.6, 9.0, 6.5
> COc1ccc(NC(=O)C2CCCN(S(=O)(=O)c3cccc4nonc34)C2)c(OC)c1 (stereo not drawn)
  1.9, -0.4, -2.8, -2.1, 7.0, -0.2, -1.2, -1.5, -7.2
> COCCNC(=O)c1ccccc1NC(=O)c1nsc2ccccc12
  15.0, -1.5, -1.7, -0.4, -7.5, -2.6, 0.0, -6.3, .
> C=CCC1(C#N)C(SC)=NC2=C(C(=O)CC(C)(C)C2)C1c1ccc(Br)cc1 (stereo not drawn)
  3.9, 2.8, -2.9, -0.4, 2.3, 13.8, -0.1, 5.2, -1.1
> O=C(CN(Cc1ccccc1F)S(=O)(=O)c1ccc(Cl)cc1)NCCCO
  -9.0, 1.5, -2.2, -1.0, -2.3, -0.9, -0.1, -8.2, -1.7
> CCc1ccccc1NC(=O)Nc1cccc(F)c1
  6.8, 16.6, -8.4, 2.4, -4.5, -2.2, 1.3, -42.4*, 4.8
> CC1CN(CC(=O)Nc2ccc(Br)cn2)CC(C)O1 (stereo not drawn)
  12.6, -1.7, -6.1, 2.1, 7.0, -1.4, -0.3, 2.7, -19.5
> Cc1ccc(S(=O)(=O)Nc2cnc3ccccc3c2)cc1
  5.9, 8.8, 2.8, 0.1, -9.0, 7.4, 1.5, -2.7, -9.6
> C#CCOCCOCCOCCNc1nc(N2CCOCC2)nc(N2CCN(C(=O)CCCCCCCCCCNC(=O)[C@@H](CCSC)n3cc(CCO)nn3)CC2)n1
  12.6, 1.8, -3.4, -0.4, ., 3.0, -0.1, -12.2, 5.3
> O=C(NNC(=O)C12CC3CC(CC(C3)C1)C2)c1ccccc1O
  4.5, 7.7, ., -0.2, -3.4, -6.0, -0.1, -15.1, -27.5
> Cn1cc(C(=O)NCc2ccccc2)c(=O)c2cc(S(=O)(=O)N3CCCCCC3)ccc21
  8.3, 3.9, -4.8, -0.6, -2.2, -9.4, 0.0, 0.2, .
> O=c1[nH]c(=S)[nH]c2sc3c(c12)CCCCCC3
  -4.0, 7.0, -7.4, -1.6, -12.2, 1.7, -0.9, -28.5, 2.2
> C/C(=N\NC(=O)C1CC1)c1ccc(N2CCOCC2)cc1
  1.4, 2.2, -6.6, 0.1, 18.2, 1.7, 0.1, 8.8, -12.1
> CCc1cc(Cn2nc(-c3ccccc3)cc2C(=O)NCC2CC2)on1
  3.2, 2.5, -3.5, ., ., 3.9, -0.2, 5.0, .
